# HKDC1 inhibitor: inhibitors of human hexokinase HKDC1; 0.16% of 340,000 active; recombinant HKDC1, G6PDH/diaphorase resazurin coupled fluorescence; inhibition, % at 20 µM;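 active = inhibition above about 35% when tested at 20 µM, limit read from the data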;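 note: plate controls were DMSO wells with enzyme for no effect and DMSO wells lacking enzyme for full effect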
#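 Test system: Recombinant HKDC1 (HK5) hexokinase enzyme, produced in-house | Input: HKDC1 at 5 µg/mL | Buffer or medium: Tris pH 8.0 buffer with MgCl2, Tween-20, BSA, BME | Schedule: 90 min reaction incubation at room temperature, dark | Technique: Resazurin-to-resorufin fluorescence via G6PDH and diaphorase coupling, 525/613 nm | Controls: DMSO wells with and without enzyme mix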
# SENP8 block-1: blocks the human protease SENP8; inhibition, % at 10 µM; AID 2540; 1.2% of 330,000 active; purified SENP8, Z-RLRGG-aminoluciferin cleavage, luminescence; in the data active = inhibition above about 50%
# Target sequence (Q96LD8 whole entry, looked up): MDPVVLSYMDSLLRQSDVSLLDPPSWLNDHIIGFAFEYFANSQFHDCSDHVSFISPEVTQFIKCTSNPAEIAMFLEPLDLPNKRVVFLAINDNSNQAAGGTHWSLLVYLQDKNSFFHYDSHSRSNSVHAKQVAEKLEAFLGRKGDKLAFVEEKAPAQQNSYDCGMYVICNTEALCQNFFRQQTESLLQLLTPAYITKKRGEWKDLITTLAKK
# SENP6 block: SENP6 protease inhibition. Q9GZR1. Recombinant SENP6 catalytic domain, aminoluciferin luminescence. inhibition, % at 10 µM. 1.8% of 330,000 active;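 active = inhibition above about 50% at the single tested dose, limit read from the data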;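 note: plate controls were DMSO wells with enzyme for no effect and DMSO wells lacking enzyme for full effect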
# Target sequence (Q9GZR1 628-1112 limits assumed): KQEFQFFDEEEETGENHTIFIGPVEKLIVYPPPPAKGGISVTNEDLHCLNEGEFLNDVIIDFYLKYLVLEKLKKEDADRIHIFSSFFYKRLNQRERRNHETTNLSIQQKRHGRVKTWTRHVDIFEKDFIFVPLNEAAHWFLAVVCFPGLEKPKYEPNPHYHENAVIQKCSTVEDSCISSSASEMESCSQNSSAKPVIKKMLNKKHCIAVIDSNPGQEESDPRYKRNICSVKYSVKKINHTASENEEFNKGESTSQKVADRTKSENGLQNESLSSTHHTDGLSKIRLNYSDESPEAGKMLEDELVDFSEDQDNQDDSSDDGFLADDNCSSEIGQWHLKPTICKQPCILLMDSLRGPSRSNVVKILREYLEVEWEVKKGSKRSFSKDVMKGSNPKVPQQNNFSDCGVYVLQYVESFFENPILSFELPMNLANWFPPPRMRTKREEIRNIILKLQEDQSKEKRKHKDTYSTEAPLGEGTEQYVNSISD
# SENP1 FRET inh: inhibitors of human SENP1 SUMO protease catalytic domain. recombinant SENP1 catalytic domain, CyPet-SUMO1-YPet FRET cleavage. AID 624204. 0.21% of 360,000 active. inhibition, % at 10 µM. Q9P0U3;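 active = inhibition at least 30% at 10 µM, raw YFP signal under a set limit, fluorescence ratio 0.5 to 1.5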;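 note: 0% = enzyme with DMSO and 100% = no enzyme wells; some results filed as inactive read as strong as hits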
#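 Compound: 10 µM single point, 0.5% DMSO; Test system: hSENP1 catalytic domain, recombinant; Timing: 50 min reaction at room temperature; Technique: FRET, CFP and YFP emission; Control set: no-enzyme wells low, DMSO-plus-enzyme wells high control.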
# SENP7 block: blocks the human protease SENP7; Q9BQF6; recombinant SENP7, Z-RLRGG-aminoluciferin luminescence, 40 min; inhibition, % at 5 µM; 1.5% of 330,000 active;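 active = inhibition above about 50% at the single test dose, limit read from the data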;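 note: plate controls were DMSO with enzyme for no effect and no enzyme buffer wells for full effect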
# Target sequence (Q9BQF6 706-1050 limits assumed): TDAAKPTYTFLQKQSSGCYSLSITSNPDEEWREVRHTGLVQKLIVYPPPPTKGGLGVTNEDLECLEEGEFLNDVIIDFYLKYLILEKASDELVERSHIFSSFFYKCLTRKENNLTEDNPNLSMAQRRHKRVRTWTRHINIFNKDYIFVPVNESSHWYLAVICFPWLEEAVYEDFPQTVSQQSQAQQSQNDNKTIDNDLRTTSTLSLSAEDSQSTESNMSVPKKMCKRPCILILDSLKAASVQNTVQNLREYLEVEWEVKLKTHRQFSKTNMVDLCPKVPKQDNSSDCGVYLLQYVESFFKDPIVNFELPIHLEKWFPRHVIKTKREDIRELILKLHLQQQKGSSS
# NALP3 yeast inh: blocks the NALP3 inflammasome reconstituted in yeast | inhibition, % at 10 µM | Yeast reconstituted NLRP3/ASC/caspase-1, beta-gal luminescence, 24 h | 0.39% of 330,000 active | AID 2825;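 active = inhibition of 50% or more; inactive = inhibition below 50%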;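 note: plate controls were induced DMSO wells for no effect and uninduced yeast grown without galactose for full effect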
# SENP8 block-2: blocks human SENP8 cleavage of Nedd8 substrate; Q96LD8; recombinant SENP8, Nedd8 substrate fluorescence; inhibition, % at 20 µM; 0.64% of 360,000 active; AID 602440; in the data active = inhibition mostly above about 40%, no sharp cut-off; inactive = mostly below about 27%
# Apaf-1 inh: blocks human Apaf-1 apoptosome activity; reconstituted apoptosome caspase-3 activity, DEVD-Rh110 fluorescence; 0.71% of 330,000 active; inhibition, % at 20 µM; O14727; active = inhibition of at least 40% at 20 µM;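 note: plate controls were DMSO wells for no effect and DEVD-CHO caspase inhibitor wells for full effect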
#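 System: Apoptosome proteins | Medium: Hepes pH 7.5 with detergent and BSA | Also added: Cytochrome c trigger plus (Z-DEVD)2-Rh110 caspase-3 substrate | Incubation: 30 min compound preincubation, 50 min activation, room temperature | Detection: Rhodamine 110 fluorescence at Ex 480/Em 540 nm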
# PfGluPho inh: PfG6PD (Plasmodium falciparum) enzyme inhibition. 0.78% of 350,000 active. AID 504690. PfGluPho enzyme, NADPH resazurin-diaphorase fluorescence. inhibition, % at 20 µM;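 active = inhibition reaching at least a set limit at 20 µM in the primary screen, cut at about 59% in these data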;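 note: 0% = DMSO wells with substrate and 100% = DMSO wells lacking glucose-6-phosphate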
# Active calls of the source: *; i = inactive; · = not tested or not shown.
SMILES,HKDC1 inhibitor,SENP8 block-1,SENP6 block,SENP1 FRET inh,SENP7 block,NALP3 yeast inh,SENP8 block-2,Apaf-1 inh,PfGluPho inh
C=C(C)COc1ccc(-c2[nH]ncc2-c2ccc(OC)cc2)c(O)c1,-2.9,-10.6,-18.4,-1.2,-5.2,7.3,4.7,2.5,11.0
COc1ccc(OC)c(S(=O)(=O)NC(C)c2cnn(-c3ccccn3)c2C)c1 (stereo unspecified),-0.7,-0.2,0.2,-1.5,0.3,18.0,9.4,16.3,-13.2
CC(=O)c1cccc(N(CC(=O)Nc2cccnc2)S(C)(=O)=O)c1,16.0,-2.6,-4.8,-1.0,1.3,-1.3,7.5,-15.4,-13.1
C/C(=N\NC(=O)c1nn(C)cc1Br)c1cccc(NC(=O)C2CCCC2)c1,-6.8,-10.5,-19.1,0.9,-4.2,11.7,30.1,6.4,-2.2
COc1ccc(C(=O)Nc2cc(OC)c(NC(=O)c3ccco3)cc2OC)cc1,16.3,0.0,-3.6,3.9,-8.4,10.5,-46.2,-13.7,25.5
CCc1cc2c(Nc3ccc(O)cc3)nc(C)nc2s1,-4.8,-2.7,-17.9,2.2,-8.8,16.6,-6.0,-1.0,10.4
O=C(C(=O)c1ccc(O)cc1)c1ccccc1,0.9,0.7,-30.7,2.6,10.1,-7.2,18.1,0.6,-4.2
CC(C)CCN(C)C1CCN(S(=O)(=O)c2cccc(C(F)(F)F)c2)CC1,-3.3,4.0,-27.4,2.3,2.6,12.1,16.2,9.1,0.0
CN(Cc1cccnc1)C(=O)CC1C(=O)NCCN1Cc1ccc(-c2ccccc2)cc1 (stereo unspecified),-3.7,-11.8,14.9,-3.4,-10.1,18.1,5.3,-8.3,10.3
Nc1[nH]ncc1C(=O)Nc1cccc(C(F)(F)F)c1,-2.3,5.9,2.2,1.2,3.9,10.4,9.5,-5.3,8.2
CCc1nnc(NC(=O)C2CCN(c3nc(C)cc(C)n3)CC2)s1,-12.4,3.4,-1.6,0.5,1.1,3.6,-21.6,5.0,-5.6
Cc1ccsc1C1Nc2ccc3ncccc3c2C2=C1C(=O)CCC2 (stereo unspecified),-1.1,-2.7,-6.5,-29.4,3.9,-1.6,-325.3,-1.3,38.6
C[C@H](NC(=O)C1CCN(S(=O)(=O)c2ccccc2)CC1)C(=O)NCc1ccc(Cl)c(Cl)c1,6.1,-1.6,5.3,1.1,6.3,7.2,6.5,14.9,-3.8
CC(Oc1ccc2c(-c3ccccc3)cc(=O)oc2c1)C(=O)N1CCC[C@@H]1C(N)=O (stereo partly specified),2.9,-8.9,-13.8,-7.1,-4.3,9.6,25.2,-5.9,-12.2
Cc1ccc(-c2cc(C(=O)Nc3c(C)n(C)n(-c4ccccc4)c3=O)c3ccccc3n2)cc1,-5.8,-4.2,4.5,1.6,6.3,10.6,6.6,3.0,17.9
COc1ccc(C=O)cc1Cn1ccnc1,-10.1,-0.7,6.6,3.0,-2.7,4.6,-3.8,-5.1,7.4
CCOc1ccc(C(=O)O/N=C(\N)c2ccccn2)cc1OCC,0.6,-13.5,-19.3,-0.5,21.4,8.0,2.7,-2.9,3.7
O=C(C1CCN(C2CCN(C/C(Cl)=C/c3ccccc3)CC2)CC1)N1CCOCC1,-4.1,0.2,2.4,-10.5,8.0,2.0,13.4,-8.0,2.6
CCCCC(=O)O[C@]1(C(=O)CO)CC[C@H]2[C@@H]3CCC4=CC(=O)CC[C@]4(C)[C@H]3[C@@H](O)C[C@@]21C,-2.3,-7.7,-6.4,-2.8,-3.6,13.1,-4.2,6.0,6.5
O=C(CCn1c(=O)oc2ccccc21)Nc1cccc(Br)c1,-1.4,2.3,0.7,4.7,0.8,19.7,2.9,0.3,36.0
Brc1ccc(C[n+]2ccccc2)cc1,1.8,3.9,-1.1,3.4,1.7,5.5,5.8,-7.1,8.3
Cc1nn(-c2ccccc2)c(C)c1/C=N/NC(=O)CSc1nnc(SCc2cccc3ccccc23)s1,0.5,-6.9,8.1,2.3,2.6,1.5,18.5,16.4,-5.2
Cc1ccccc1CN1CCN(S(=O)(=O)c2ccc(Cl)s2)CC1,9.7,-4.7,12.1,-7.1,1.4,26.6,13.1,6.6,3.6
COC(=O)C(CC(C)C)NC(=O)/C=C/c1ccc(Cl)cc1 (stereo unspecified),1.1,-7.8,2.3,-2.5,-0.8,11.4,15.4,-2.4,8.0
Cc1cc(NS(=O)(=O)c2ccc(NC(=O)CN3C(=O)c4ccccc4C3=O)cc2)nc(C)n1,-2.6,4.1,9.7,4.0,5.8,-10.9,6.4,-2.1,-18.9

# Quoted from the entries so far (3 entries):
SMILES,HKDC1 inhibitor,SENP8 block-1,SENP6 block,SENP1 FRET inh,SENP7 block,NALP3 yeast inh,SENP8 block-2,Apaf-1 inh,PfGluPho inh
CCOc1ccc(C(=O)O/N=C(\N)c2ccccn2)cc1OCC,0.6,-13.5,-19.3,-0.5,21.4,8.0,2.7,-2.9,3.7
O=C(C1CCN(C2CCN(C/C(Cl)=C/c3ccccc3)CC2)CC1)N1CCOCC1,-4.1,0.2,2.4,-10.5,8.0,2.0,13.4,-8.0,2.6
CCCCC(=O)O[C@]1(C(=O)CO)CC[C@H]2[C@@H]3CCC4=CC(=O)CC[C@]4(C)[C@H]3[C@@H](O)C[C@@]21C,-2.3,-7.7,-6.4,-2.8,-3.6,13.1,-4.2,6.0,6.5

# Next section
SMILES,HKDC1 inhibitor,SENP8 block-1,SENP6 block,SENP1 FRET inh,SENP7 block,NALP3 yeast inh,SENP8 block-2,Apaf-1 inh,PfGluPho inh
Cc1cc(C)n(CCN(C)C(=O)C2CCC(=O)N(CCc3cccc(F)c3)C2)n1 (stereo unspecified),-7.9,-4.3,-11.0,0.3,10.1,9.0,8.7,-13.1,5.1
O=[N+]([O-])c1ccc(/C=N/N/C(=N/c2ccccn2)c2ccccn2)cc1,13.3,3.1,0.3,0.5,2.2,8.1,29.2,-2.1,-27.8
CSc1ccccc1NC(=O)CN(C)C(=O)C1CCN(C(=O)Nc2ccccc2)CC1,-6.3,1.7,-0.6,-0.7,-4.0,11.6,-6.2,5.6,-6.8
Cc1ccc(S(=O)(=O)CCNC(=O)Cc2ccc(Cl)cc2)cc1,-4.5,5.7,8.7,1.8,-0.4,5.5,7.2,-7.2,5.5
COc1ccc(CC(=O)NC(C)c2nnc(SCCOc3ccc(OC)cc3)n2C)cc1 (stereo unspecified),-3.6,8.9,7.3,1.0,14.5,9.7,18.3,-5.0,-11.3
O=C(NCCc1c[nH]c2ccccc12)c1cnc2sccn2c1=O,1.7,-10.1,-8.0,0.3,-2.0,27.9,-7.3,6.4,-9.4
Cc1ccc(NS(=O)(=O)c2ccc(-c3coc(C)n3)cc2)c(Br)c1,-0.9,-6.2,-1.0,0.6,0.5,18.7,-0.7,-5.3,-9.8
COc1ccc(S(=O)(=O)N(c2onc(C)c2Cl)S(=O)(=O)c2ccc(OC)cc2)cc1,3.0,-5.5,-11.2,0.8,4.5,18.4,5.2,-0.6,-16.4
O=C1CCC/C=C/C[C@@H](CC(=O)N(CCO)Cc2ccccc2)C(=O)NC[C@@H](c2ccccc2)O1,-1.7,7.0,-13.1,3.9,-5.0,4.8,11.7,-1.9,-10.0
COc1ccc(/C=C/C(=O)OCC(=O)NC(C)CCc2ccccc2)cc1 (stereo unspecified),-6.0,-3.2,15.7,2.3,2.6,33.5,0.8,11.6,3.4
O=C(O)c1cnc(-c2ccccc2)nc1Oc1ccccc1,-3.5,-6.7,-11.4,4.1,-4.4,11.0,14.1,0.3,-20.4
CCCNC(=S)N1CCC(c2nc3cc(C)c(C)cc3[nH]2)CC1,-2.5,-2.6,-13.4,1.5,6.6,10.9,5.3,-12.0,-3.8
O=c1oc(CCCO)cc2ccc(C#CC3(O)CCCCC3)cc12,0.6,-9.7,-15.5,0.2,-0.2,-4.9,-132.2,1.6,-1.5
CCN(CC)Cc1c(O)ccc2cc(-c3nc4ccccc4n3C)c(=O)oc12,-2.5,-2.5,-27.1,-26.7,-8.0,-22.1,-295.4,5.1,-5.2
O=C(O)c1cc(-c2cccc(Cl)c2)nc2nc(N3CCCCC3)sc12,-3.0,1.5,-18.7,-19.1,-0.5,-5.7,-436.6,18.8,-4.7
CC(=O)Nc1ccc(OCC(O)CNC2CCCC2)cc1 (stereo unspecified),-2.1,-3.9,5.7,-1.9,7.5,22.6,10.7,-14.1,7.0
CC(C)CNC(=O)c1ccccc1NC(=O)c1ccccc1N(C)S(C)(=O)=O,-3.7,-2.7,-13.8,0.6,9.3,13.3,6.2,-4.3,-9.6
COc1ccc(C(=O)NCC(=O)NCCc2c[nH]c3ccccc23)cc1OC,-3.0,3.7,4.9,0.1,6.2,4.0,13.2,-5.7,-4.1
CN(CC(=O)N1CCN(c2ccccc2)CC1)C1CCCc2ccccc21 (stereo unspecified),-3.3,4.0,-0.6,-1.5,-0.9,10.1,7.0,16.4,-1.3
CCSc1n[nH]c2nc3c(c(=O)n12)C1(CCCCC1)Cc1ccccc1-3,4.9,-7.9,-20.4,-35.0,15.0,-32.0,i,-0.4,37.7
COc1ccc(Br)c(C(=O)N(C)CC(=O)Nc2ccc(N3CCOCC3)cc2)c1,-2.6,-2.2,-11.0,-1.4,2.2,19.8,16.2,4.8,7.4
CC(=O)Nc1cc2c(cc1[N+](=O)[O-])OCCO2,-10.0,-2.6,-32.9,1.5,-0.2,6.3,10.0,-9.8,6.2
Cc1ccc(NCC(=O)N=Nc2c(O)[nH]c3ccc([N+](=O)[O-])cc23)cc1,4.7,-3.7,12.4,·,20.9,14.4,·,0.2,1.7
O=C(C1CCCN(C2CC(=O)N(c3ccc(F)cc3)C2=O)C1)N1CCCC1 (stereo unspecified),-8.7,-6.6,3.4,2.1,3.9,3.0,9.6,4.4,14.4
COc1ccc(N2CCN(C(=O)Cn3nnc(-c4cccs4)n3)CC2)cc1,8.9,11.8,-0.7,2.7,-7.1,7.3,11.7,-1.9,-15.2
CCN(/C=N/S(=O)(=O)c1ccc(Cl)cc1)CC,0.6,-9.0,-9.6,0.8,-8.2,5.3,4.0,5.5,7.5
Cc1cc(=O)[nH]c2sc(C(=O)N3c4ccccc4CC3C)c(N)c12 (stereo unspecified),1.8,-1.7,4.5,0.1,1.4,-1.6,8.8,0.9,-16.6
Cc1ccccc1Oc1ccc(NC(=O)C2CC=CCC2C(=O)O)cc1 (stereo unspecified),-6.4,-2.2,-1.7,-5.9,2.0,1.8,6.5,2.3,-20.2

# A second format for part of the listing above.
# Every second line gives: HKDC1 inhibitor, SENP8 block-1, SENP6 block, SENP1 FRET inh, SENP7 block, NALP3 yeast inh, SENP8 block-2, Apaf-1 inh, PfGluPho inh
> CCN(CC)Cc1c(O)ccc2cc(-c3nc4ccccc4n3C)c(=O)oc12
  -2.5, -2.5, -27.1, -26.7, -8.0, -22.1, -295.4, 5.1, -5.2
> O=C(O)c1cnc(-c2ccccc2)nc1Oc1ccccc1
  -3.5, -6.7, -11.4, 4.1, -4.4, 11.0, 14.1, 0.3, -20.4
> Cc1cc(=O)[nH]c2sc(C(=O)N3c4ccccc4CC3C)c(N)c12 (stereo unspecified)
  1.8, -1.7, 4.5, 0.1, 1.4, -1.6, 8.8, 0.9, -16.6
